Source: PubChem BioAssay (National Center for Advancing Translational Sciences (NCATS))
FLuc modulator = qHTS profiling assay for firefly luciferase inhibitor/activator using purifed enzyme and Km concentrations of substrates (counterscreen for miR-21 project); purified FLuc, Km substrates, luminescence inhibition; Potency, µM (highest dose often 57.5 µM), without a hit: top-dose activity change, negative = inhibition, usual class: inhibitors; actives 6.9% (n = 360,000); AID 588342, 2011; active = well fitted inhibition curve with a large enough effect; inconclusive = small, poorly fitted or top-dose-only effect;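 note: plate controls were vehicle for no effect and reference inhibitor for full effect; nearly all actives have a fitted effect of over 55% in size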
Target sequence (P08659 whole entry, looked up): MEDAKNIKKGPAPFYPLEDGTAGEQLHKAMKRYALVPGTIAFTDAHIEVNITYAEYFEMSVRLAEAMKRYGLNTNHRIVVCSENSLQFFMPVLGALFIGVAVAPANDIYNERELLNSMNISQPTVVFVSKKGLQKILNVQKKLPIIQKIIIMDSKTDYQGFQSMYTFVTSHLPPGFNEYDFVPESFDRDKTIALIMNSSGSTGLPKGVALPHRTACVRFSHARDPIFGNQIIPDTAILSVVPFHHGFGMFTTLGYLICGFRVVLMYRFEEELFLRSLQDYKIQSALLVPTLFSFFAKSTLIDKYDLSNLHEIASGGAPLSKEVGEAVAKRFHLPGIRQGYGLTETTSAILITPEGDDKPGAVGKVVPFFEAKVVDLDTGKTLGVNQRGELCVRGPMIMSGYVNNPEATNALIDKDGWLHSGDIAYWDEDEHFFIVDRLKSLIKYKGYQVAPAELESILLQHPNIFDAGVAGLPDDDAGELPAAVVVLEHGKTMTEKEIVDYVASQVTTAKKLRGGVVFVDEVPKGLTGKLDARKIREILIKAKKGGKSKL
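Purified P. pyralis luciferase, 10 nM final, with Km-level 10 uM D-luciferin and 10 uM ATP in 50 mM Tris acetate pH 7.5, 10 mM Mg acetate, 0.01% Tween-20, 0.05% BSA; 6-point qHTS titration about 60 µM downward; luminescence read.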
The depositor's hits bear a star; ? = inconclusive. Potency is the fitted concentration of half-maximal effect.

item	molecule	FLuc modulator
1	Cc1nn2c(C)c(C(=O)N3CCN(c4ccccc4F)CC3)cnc2c1-c1ccc(F)cc1	-16%
2	CCc1ccc(C(=O)c2cn(CC(=O)Nc3cc(OC)ccc3OC)c3nc(C)ccc3c2=O)cc1	-6%
3	Cc1cccc(N2CCN(C(=O)c3cn(CC(C)C)c(=O)c4c3c3ccccc3n4C)CC2)c1C	-1%
4	COc1cccc(OCc2nc3ccccc3n2CCOc2ccccc2C)c1	-18%
5	O=C(CSc1nnc(-c2ccccc2)o1)N1CCCc2ccccc21	-14%
6	Cc1ccc(CCNC(=O)CN2C(=O)COc3ccc(S(=O)(=O)N4CCCC4)cc32)cc1	7%
7	Cc1cc(C)c2c(n1)nn1c(C)c(CCC(=O)Nc3cccc(C)c3C)c(C)nc21	2%
8	CCOc1ccc(OCC)c(Nc2nc3ccc(Cl)cc3n3cnnc23)c1	-1%
9	O=C(NC1CC(=O)N(c2ccc(Cl)cc2)C1)c1ccc2c(c1)OCO2 (centres undefined)	-1%
10	Cc1ccc(CCNc2nc3c(S(=O)(=O)c4ccccc4)nnn3c3ccsc23)cc1	-3%
11	CCn1cc(C(=O)N2CCN(c3cc(Cl)ccc3C)CC2)c(=O)c2cc(S(=O)(=O)N3CCCC3)ccc21	-12%
12	Cc1ccc(NS(=O)(=O)c2c(C)nc3sccn3c2=O)c(Cl)c1	8%
13	CCOC(=O)c1noc2nc(C)n(CC(=O)Nc3cc(Cl)ccc3OC)c(=O)c12	-6%
14	O=C(CCc1nc2cccnc2n1-c1ccccc1)Nc1ccc(Cl)c(Cl)c1	-5%
15	CCc1ccccc1NC(=O)C1COc2ccccc2C1 (centres undefined)	-2%
16	Cc1ccc2c(c1)N(C(=O)N1CCC(C(=O)NCc3ccccc3F)CC1)CC(C)O2 (centres undefined)	-6%
17	COc1ccccc1N1CCN(S(=O)(=O)c2c(C)sc3ncn(CC(=O)Nc4ccc(C(F)(F)F)cc4)c(=O)c23)CC1	4%
18	COc1ccc(N2CCN(CCCNC(=O)c3ccc4nc(CCc5ccccc5)oc4c3)CC2)cc1	1%
19	Cc1cccc(-c2nc3c4ccccc4nc(N4CCN(c5ccc(F)cc5)CC4)n3n2)c1	1%
20	CCC(=O)C1=C(c2ccc(Cl)cc2)N(C(=O)CC)n2c(C)nnc2S1	-7%
21	Cc1cccc(C(=O)N(Cc2ccco2)Cc2ccccc2F)c1	-17%
22	Cc1ccc(N2CC(c3nnc(Cc4ccc(F)cc4Cl)o3)CC2=O)cc1 (centres undefined)	-1%
23	COc1cccc2c1Oc1nc(-c3ccccc3)nc(SCC(=O)N3CCCCC3)c1C2	-8%
24	COc1cccc(CNC(=O)c2cnc3sc(N4CCCC4)nn3c2=O)c1OC	-1%
25	COc1cccc(-n2nnc(-c3nc(-c4ccccc4F)no3)c2C)c1	2.4µM*
26	COc1ccc(-c2oc3ncn4nc(-c5ccccc5Cl)nc4c3c2-c2ccc(OC)cc2)cc1	-1%
27	COc1ccccc1NC(=O)c1c(C)cc(C)nc1SCC(=O)c1ccc(Cl)cc1	-8%
28	CCOc1ccccc1NC(=O)C(CC(C)C)NS(=O)(=O)c1ccc2c(c1)oc(=O)n2C (centres undefined)	1%
29	COc1ccc(Nc2nnc(-c3ccc(C)c(S(N)(=O)=O)c3)c3ccccc23)cc1	?
30	CCCCN(C)CCCNC(=O)c1ccc2nc(N3CCCCC3)sc2c1	4%
31	COc1ccc(-c2nc(CS(=O)CC(=O)NCCc3ccc(Cl)cc3)c(C)o2)cc1OC (centres undefined)	2%
32	CCOc1ccc(Nc2c(S(=O)(=O)c3ccccc3)cnc3ccccc23)cc1	-11%
33	Cc1ccc(CN(Cc2ccco2)C(=O)COc2ccc(Cl)cc2)o1	-19%
34	COc1ccc(NC(=O)c2sc3nc4c(cc3c2N)CCCCCC4)c(OC)c1	2%
35	COc1ccc(CCNC(=O)NCc2noc3ccccc23)c(OC)c1	-7%
36	COc1ccccc1CNC(=O)c1cnn2c(C)c(Cc3ccc(F)cc3)c(C)nc12	2%
37	COCCNC(=O)c1ccccc1NC(=O)c1nsc2ccccc12	19µM*
38	COc1ccc(NC(=O)CN(Cc2ccccc2)S(=O)(=O)c2ccc(C)cc2)cc1Cl	-10%
39	CCc1nn(CC(=O)NC(C)CCc2ccccc2)c(=O)c2cc3c(OC)cccc3n12 (centres undefined)	-2%
40	Cc1cc(S(=O)(=O)C(CNC(=O)COc2ccc(Cl)cc2)c2cccs2)ccc1F (centres undefined)	-10%
41	CCOc1ccc(OCC)c(NC(=O)c2cc(C)nc3c2c(C)nn3-c2cccc(Cl)c2C)c1	0%
42	Cc1cc(C)cc(Oc2c(C(F)(F)F)oc3cc(OCC(=O)NC4CCCCC4)ccc3c2=O)c1	-4%
43	CCCCN(C)C(=O)CSc1c2c(nc3ccc(Cl)cc13)CCCC2	0%
44	COc1ccc(NC(=O)CCSc2nc(-c3ccco3)cc(C(F)(F)F)n2)cc1	0%
45	COc1ccc(-n2nc(C(=O)Nc3ccccc3OC)c3c4ccccc4n(C)c3c2=O)cc1Cl	-1%
46	COc1ccc(CSc2nc3ccncc3n2Cc2nc(-c3ccc(OC)c(OC)c3)oc2C)cc1	4.8µM*
47	O=C(c1cccc([N+](=O)[O-])c1)N1CCN(c2ccc(Nc3ccccc3)nn2)CC1	-1%
48	CCOc1ccc(CCNC(=O)c2nn(-c3ccc(OC)c(Cl)c3)c(=O)c3c2c2ccccc2n3C)cc1OCC	3%
49	CCCCN(CC)CCCNC(=O)Cn1ncc2c([nH]c3ccc(C)cc32)c1=O	-7%
50	Oc1ccc(NCc2ccc(OCc3ccccc3Cl)cc2)cc1	27µM*

Remaining list, next part
item	molecule	FLuc modulator
51	CCOC(=O)c1cc(-c2ccccc2)n(CCC(=O)Nc2ccc(OC)c(Cl)c2)c1C	-9%
52	CCOc1ccc(-n2c(=O)c3c4c(sc3n(CC(=O)NC(C)CC)c2=O)CCCC4)cc1 (centres undefined)	-3%
53	CCc1ccc2occ(CC(=O)Nc3c(C(=O)c4ccc(C)cc4)oc4ccccc34)c2c1	-1%
54	CCn1c2c(c(=O)n3ncc(C(=O)Nc4ccc(C(=O)OC)cc4)c13)CN(Cc1ccc(OC)cc1)CC2	-18%
55	Cc1nc2ccn(Cc3ccco3)c(=O)c2cc1C(=O)NCc1ccccc1F	4%
56	CCCn1cnc2cc(NCc3ccc(OC)cc3OC)ccc21	?
57	Cc1cccc(CN2C(=O)CC(c3ccc(Cl)cc3)c3c(C)nn(-c4nc(C)cc(C)n4)c32)c1 (centres undefined)	-2%
58	COc1ccc(-c2c(C)nn3c(-c4ccccc4)cc(C)nc23)cc1OC	-6%
59	Cc1cc(C)c(/C=C/c2onc(C)c2S(=O)(=O)N2CCC(C(=O)Nc3cccc(C)c3C)CC2)c(C)c1	-4%
60	COc1ccccc1N=c1scc(-c2ccc(S(=O)(=O)N3CCCC3)cc2)n1C	-8%
61	CNS(=O)(=O)c1cn(CC(=O)N2CCN(c3cccc(Cl)c3)CC2)cc1S(=O)(=O)NC	4%
62	Cc1ccc(-c2nc(CS(=O)CC(=O)N3CCN(c4ccc(Cl)cc4)CC3)c(C)o2)cc1 (centres undefined)	-15%
63	Cc1ccc(/C=C(\C#N)C(=O)Nc2cccc(Cl)c2)o1	-14%
64	COc1ccccc1N1CCN(C(CNC(=O)C(=O)NCc2ccc(F)cc2)c2cccnc2)CC1 (centres undefined)	-15%
65	CCOc1ccc(C2C(=O)N(C3CCCCCC3)CC(=O)N2Cc2ccc(C)cc2)cc1OC (centres undefined)	6%
66	CCOc1ccccc1NC(=O)C1CCN(S(=O)(=O)c2cccs2)CC1	2%
67	COc1cccc(NC(=O)CCSc2nc(-c3ccco3)cc(C(F)(F)F)n2)c1	2%
68	Cc1ccc(S(=O)(=O)c2nc(-c3ccc(F)cc3)oc2SCC(=O)c2ccccc2)cc1	-1%
69	Cc1cccn2c(=O)cc(COc3cccc(NC(=O)COc4ccccc4)c3)nc12	-19%
70	CCc1nn(CC(=O)NCCc2ccc(Cl)cc2)c(=O)c2cc3ccccc3n12	-3%
71	O=C(Nc1cc(-c2nc3ccccc3o2)ccc1Cl)c1sc2c([N+](=O)[O-])cccc2c1Cl	-2%
72	CCS(=O)(=O)N1CCC(n2c(C(F)(F)F)nc3cccnc32)CC1	6%
73	COc1ccc(S(=O)(=O)N2CCC(Oc3ccc(-n4cnnn4)cc3)CC2)cc1OC	-6%
74	COC(=O)c1ccccc1NC(=O)CSc1nc(-c2ccccc2)cc(C(F)(F)F)n1	-7%
75	CCOc1ccc(OCC)c(NC(=O)c2csc3c2CCCC3)c1	1%
76	Cc1ccc2oc(=O)c3cnn(CC(=O)N4CCN(c5cc(Cl)ccc5C)CC4)c3c2c1	2%
77	O=C(Nc1cc(Cl)cc(Cl)c1)c1ccc(F)c(S(=O)(=O)NCc2ccccc2Cl)c1	-2%
78	COc1ccc(NC(=O)Nc2c[nH]c(=O)[nH]c2=O)c(OC)c1	6%
79	O=C(Cn1cc(SCc2ccc(C(F)(F)F)cc2)c2ccccc21)N1CCCCC1	-14%
80	COc1ccc(NC(=O)CCn2cnnn2)cc1	2%
81	O=C(CSc1nc2c([nH]c3ccccc32)c(=O)n1-c1ccccc1F)Nc1cccc(Cl)c1	-2%
82	Cc1c(C(=O)NCc2ccccc2Cl)sc2nc(-c3ccc(F)cc3)cn12	0%
83	CSc1nnc2[nH]c(=O)cc(C)n12	7%
84	CCCCCNC(=O)c1ccc2c(c1)nc(C)n2-c1cccc(C)c1	5%
85	Cc1nnc(N2CCC(C(=O)NCCc3ccccc3Cl)CC2)c2nn(-c3ccccc3)c(C)c12	-17%
86	CCOc1ccc(C(=O)NCCS(=O)(=O)N2CCN(c3ccccc3F)CC2)cc1OCC	-3%
87	CCn1c(=O)c2sccc2n2c(CCCC(=O)N3CCN(c4ccc(OC)cc4)CC3)nnc12	4%
88	Cn1c(C(=O)NCc2ccccc2Cl)cc2sc(Cl)cc21	?
89	Cc1ccccc1Cn1c2ccccc2c2cnn(CC(=O)NC3CCC(C)CC3)c(=O)c21 (centres undefined)	-5%
90	COc1ccc(NC(=O)c2ccco2)cc1NC(=O)c1cc(OC)c(OC)c(OC)c1	?
91	CCCN(CCC)CCNC(=O)C1CCN(c2nc3ccc(CC)cc3s2)CC1	21µM*
92	CCc1sc(Nc2cccc(C)c2C)nc1-c1cc2cccc(OC)c2oc1=O	4%
93	O=C(Nc1ccccc1F)c1ccc(Cn2nc(N3CCN(c4ccccc4)CC3)ccc2=O)o1	4%
94	COc1cc(NC(=O)Cn2c(C)cc(C)c(C#N)c2=O)cc(OC)c1	1%
95	CCN(CCCNC(=O)c1cc2cc3cc(C)ccc3nc2s1)c1cccc(C)c1	?
96	CCc1ccc(OC(C)c2nc(-c3ccc(-n4cccc4)cc3)no2)cc1 (centres undefined)	-6%
97	Cc1ccc(C)c(NC(=O)c2cc(S(=O)(=O)N3CCCc4ccccc43)ccc2F)c1	5%
98	COc1ccc(C)cc1NC(=O)N(C(C)C)C1CCN(C(C)=O)CC1	-16%
99	CCc1ccccc1N1CC(c2nnc(NC(=O)c3ccco3)s2)CC1=O (centres undefined)	-12%
100	CC(C)c1ccc(NC(=O)c2cc(S(=O)(=O)NCCc3ccccc3)ccc2F)cc1	-14%

Pulled by structure from the entries so far:
item	molecule	FLuc modulator
53	CCc1ccc2occ(CC(=O)Nc3c(C(=O)c4ccc(C)cc4)oc4ccccc34)c2c1	-1%
13	CCOC(=O)c1noc2nc(C)n(CC(=O)Nc3cc(Cl)ccc3OC)c(=O)c12	-6%

Entries by screen from above:
FLuc modulator, compounds 44–50, in order: 0%, -1%, 4.8µM*, -1%, 3%, -7%, 27µM*

(more compounds)
item	molecule	FLuc modulator
101	CCN(CC)S(=O)(=O)c1cccc(C(=O)Nc2ccccc2C(=O)Nc2ccc(Cl)cc2)c1	?
102	O=C(Nc1cccc(Br)c1)c1cc(S(=O)(=O)N2CCCCC2)c[nH]1	-1%
103	CCc1ccc(NC(=O)Cn2nnc(C(=O)Nc3ccc(F)cc3)c2N)cc1	1%
104	Cc1cc(-c2ccc(C)c(S(=O)(=O)Nc3cccc(C#N)c3)c2)on1	?
105	COc1ccc(OC(=O)c2nc(SCc3ccc(F)cc3)ncc2Cl)cc1	3%
106	COc1ccc(-c2cn3nc(N4CCCC(C(=O)Nc5cccc(Cl)c5C)C4)sc3n2)cc1 (centres undefined)	-14%
107	O=C(NC1CCCCC1)c1ccc2c(c1)N(Cc1ccccc1Cl)C(=O)c1ccccc1S2	-7%
108	COc1ccc(C(=O)c2cn(Cc3ccccc3F)c3ccc(F)cc3c2=O)cc1	-6%
109	COc1ccc(Cn2c(CNS(=O)(=O)c3ccc(Cl)s3)nc3cccnc32)cc1	-16%
110	Cc1ccc(-n2ncc(C(=O)NC3CCCCC3)c2C2CCN(C(=O)OC(C)(C)C)CC2)cc1	8%
111	Cc1ccc(CNC(=O)C2CCN(C(=O)c3cnn(-c4ccccc4)c3-n3cccc3)CC2)cc1	-15%
112	Cc1cc(C(=O)N2CCN(c3ccc(F)cc3)CC2)c2c(C)nn(-c3cccc(Cl)c3C)c2n1	1%
113	CCOc1ccc(C(=O)NCCc2csc(-c3cccc(C)c3)n2)cc1	17µM*

Entries above that have a nitro group on carbon:
item	molecule	FLuc modulator
47	O=C(c1cccc([N+](=O)[O-])c1)N1CCN(c2ccc(Nc3ccccc3)nn2)CC1	-1%
71	O=C(Nc1cc(-c2nc3ccccc3o2)ccc1Cl)c1sc2c([N+](=O)[O-])cccc2c1Cl	-2%

Single entries from the list.
compound 111 in FLuc modulator reads -15%
compound 102 in FLuc modulator reads -1%

An excerpt (hit frequency here may not be typical).
